Nrf2 block – inhibitors of Nrf2 signaling; Potency, µM (titrated, usually from 46 µM), without a hit: at the top dose activity change, negative = inhibition, usual class: inhibitors; AID 504444; actives 2.1% (n = 360,000); A549 ARE-Fluc reporter, luciferase luminescence, 18-24 h; also: potency is read from the fitted curve at half-maximal effect; % is scaled to controls: 0 for no effect and ±100 for the full control effect; nearly all actives have a fitted effect of over 60% in size
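Nrf2 function is reported as luminescence of an ARE-controlled luciferase in A549 cells. Compounds were tested at several concentrations, and a CellTiter-Fluor read on the same wells flagged cytotoxicity.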
ATXN2 expr inh – inhibitors of ATXN2 expression | HEK-293 ATXN2-luciferase reporter, luminescence, 24 h | Potency, µM (top dose mostly 57 µM), inactives show at the highest dose activity change, negative = inhibition, hits mostly inhibitors | actives 0.72% (n = 360,000); also: potency is read from the fitted curve at half-maximal effect; % is scaled to controls: 0 for no effect and ±100 for the full control effect; nearly all actives have a fitted effect of over 55% in size
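qHTS (up to 57 uM final) was run with 24 h compound exposure of reporter cells at 37 °C. Each well was multiplexed: SteadyGlo luminescence measured ATXN2-luciferase expression after a fluorogenic Gly-Phe-AFC viability readout (25 uM final).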
Nrf2 ARE act – Nrf2 pathway activation; AREc32 ARE-luciferase reporter (MCF7-derived line), luminescence, 24 h; Potency, µM (series often up to 46.1 µM), inactives show at the highest dose activation, most hits filed as activators; actives 0.31% (n = 410,000); also: potency is read from the fitted curve at half-maximal effect; % of control where 0% means no effect; nearly all actives have a fitted effect of over 65% in size
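AREc32_Fluc, 1000 cells/well, OPTI-MEM + 5% FBS, o/n 37 deg C 5% CO2; 23 nL cpd by pin tool, 24 hr; Steady-Glo 30 min RT, luminescence.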
TGFb inhibitor – blocks TGF-b signaling. actives 1.2% (n = 410,000). Potency, µM (doses to about 46.1 µM), for inactives: top-dose activity, negative = inhibition, usual class: inhibitors. AID 588855. HepG2 CAGA-GFP TGF-b/SMAD3 reporter, GFP fluorescence, 18 h; TGF-beta stimulated, 500 pg/mL final; also: potency is read from the fitted curve at half-maximal effect; % is scaled to controls: 0 for no effect and ±100 for the full control effect; nearly all actives have a fitted effect of over 65% in size
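Smad-responsive CAGA-GFP expression was quantified in HEPG2 cells exposed to compounds and 500 pg/mL final TGF-beta for 18 h at 37 degrees C; unstimulated wells defined full inhibition.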
IL-2 act – IL-2 activation | IL-2 activation reporter assay, cell-based qHTS; stimulated with anti-CD3/CD4/CD28 beads; in transgenic mouse T cells | activation, % (series mostly up to about 46 µM) | actives 0.065% (n = 360,000) | AID 652025; in the data active = activation above about 50%; inconclusive = mostly about 30% to 49%; also: 0% is about no effect
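Quantitative HTS in unstimulated transgenic mouse T cells, with memory T cells as non-tolerant control and PMA/ionomycin as tolerance-bypass control. Compound pretreatment lasted 60 minutes before 18 h bead stimulation; EGFP/DsRed fluorescence read.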
EPAC2 ag – agonists of human EPAC2 (RAPGEF4) | Q8WZA2 | EPAC2 activation, biochemical qHTS; response scale: 100% = 6.5 mM cAMP response | Potency, µM (doses to about 154 µM), for inactives: at the highest dose activation, usual class: activators | actives 0.079% (n = 360,000) | AID 720711; also: potency is read from the fitted curve at half-maximal effect; nearly all actives have a fitted effect of over 50% in size
Target sequence (Q8WZA2 whole entry, looked up): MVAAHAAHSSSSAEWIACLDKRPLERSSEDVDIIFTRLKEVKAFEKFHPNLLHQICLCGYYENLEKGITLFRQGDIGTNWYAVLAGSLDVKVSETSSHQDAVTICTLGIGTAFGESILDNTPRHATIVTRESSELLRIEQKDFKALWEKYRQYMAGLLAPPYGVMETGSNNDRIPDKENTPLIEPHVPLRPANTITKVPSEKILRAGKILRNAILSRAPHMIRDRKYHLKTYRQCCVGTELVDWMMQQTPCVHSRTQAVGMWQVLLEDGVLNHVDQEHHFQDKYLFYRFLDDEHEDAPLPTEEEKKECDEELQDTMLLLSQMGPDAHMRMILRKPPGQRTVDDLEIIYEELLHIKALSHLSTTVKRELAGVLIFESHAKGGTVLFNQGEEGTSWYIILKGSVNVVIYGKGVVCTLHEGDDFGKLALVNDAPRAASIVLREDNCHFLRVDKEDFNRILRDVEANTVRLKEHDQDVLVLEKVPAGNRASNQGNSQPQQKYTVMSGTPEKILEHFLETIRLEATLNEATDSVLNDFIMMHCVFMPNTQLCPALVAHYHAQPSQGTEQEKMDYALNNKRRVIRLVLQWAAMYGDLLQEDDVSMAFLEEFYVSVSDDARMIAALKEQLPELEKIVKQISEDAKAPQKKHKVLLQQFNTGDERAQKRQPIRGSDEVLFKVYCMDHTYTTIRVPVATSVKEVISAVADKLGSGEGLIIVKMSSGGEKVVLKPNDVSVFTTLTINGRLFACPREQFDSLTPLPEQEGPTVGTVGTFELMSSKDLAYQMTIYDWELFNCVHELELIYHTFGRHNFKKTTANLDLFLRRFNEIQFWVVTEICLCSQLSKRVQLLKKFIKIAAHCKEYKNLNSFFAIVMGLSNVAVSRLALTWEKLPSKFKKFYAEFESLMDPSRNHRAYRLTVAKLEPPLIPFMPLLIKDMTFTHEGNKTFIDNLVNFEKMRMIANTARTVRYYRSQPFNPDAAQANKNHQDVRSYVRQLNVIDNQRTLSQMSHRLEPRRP
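Fluorescence exchange assay: 100 nM EPAC2 with 250 nM RAP1B-BODIPY-GDP and 50 uM GDP; compounds tested as a concentration-titration series (qHTS). Loss of Rap1-bound BODIPY-GDP fluorescence read at 480/540 nm; data normalized to 6.5 mM cAMP.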
HepG2 viability – counter-screen for TGF-b inhibitors: cytotoxicity in HepG2 cells; actives 0.76% (n = 410,000); HepG2 CAGA-GFP viability, ATP luminescence, 18 h; AID 588856; Potency, µM (series often up to 46.1 µM), for inactives: at the top dose activity change, negative = cytotoxicity, actives largely listed as cytotoxic; also: potency is read from the fitted curve at half-maximal effect; some results filed as inactive show a strong effect at the top dose
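HepG2 CAGA-GFP cells (1000/well, DMEM with 1% FBS) received compound, then TGF-beta at 500 pg/mL final, and were incubated 18 hours at 37 degrees C. Viability was read by CellTiter-Glo luminescence. Media-only wells were set as complete cell-killing and DMSO as no toxicity.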
S2 tox – cell viability loss in ATXN counter-screen | AID 651635 | actives 0.49% (n = 400,000) | S2 cells (HEK-293 line with an ATXN2-luciferase reporter) viability, CellTiter-Fluor protease fluorescence, 24 h | Potency, µM (top dose mostly 56.7 µM), hits mostly cytotoxic; also: potency is read from the fitted curve at half-maximal effect; nearly all actives have a fitted effect of over 40% in size
A549 viability – A549 cytotoxicity, counter-screen for Nrf2 inhibitors | A549 ARE-Fluc cells, CellTiter-Fluor viability, 18-24 h | Potency, µM (titrated, usually from 46 µM), for inactives: at the top dose activity change, negative = cytotoxicity, usual class: inhibitors | actives 0.16% (n = 390,000); also: potency is read from the fitted curve at half-maximal effect; % is scaled to controls: 0 for no effect and ±100 for the full control effect
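A549 ARE-Fluc cells in 5% FBS OPTI-MEM, 5000 cells/well, rested 2 h then exposed to compounds in concentration-response for 18-24 h at 37 °C. Viability by CellTiter-Fluor fluorescence (Ex 405/Em 525) after 30 min; luciferase luminescence (BugLite, 15 min, RT) read afterwards.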
* hit, by the source's call; i = inactive; ? = inconclusive; nt = no result given; [ ] = another dose, or the depositor's remark. Unless noted, calls follow the shape of the dose curve; as a rule, active = well fitted curve in the direction sought with a large enough effect; inconclusive = small, poorly fitted or top-dose-only effect, or another doubt; inactive = no such curve, though single readings can be large; an effect the other way counts as inactive or inconclusive.

Each structure is followed by: Nrf2 block	ATXN2 expr inh	Nrf2 ARE act	TGFb inhibitor	IL-2 act	EPAC2 ag	HepG2 viability	S2 tox	A549 viability
O=C(CN(C(=O)Cn1nnc(-c2ccccc2F)n1)c1cnc2ccccc2c1)NCC1CCCO1 (stereo not given)
→ 6%	-25%	0.5%	?	0.4	12%	-22%	i	-12%
CN(c1ccccc1C(=O)O)S(=O)(=O)c1ccc2[nH]c(=O)[nH]c2c1
→ -20%	nt	0.3%	2%	3.7	9%	-14%	i	-6%
COC(=O)c1cc(-c2ccc(NC(C)=O)cc2)nc2ccccc12
→ -3%	-14%	2.6%	-13%	-3.4	6%	-22%	i	1%
CC(C)C[C@@H](CN1CCC[C@H]1CN1C(=O)C(=O)NC[C@@H]1Cc1ccc(O)cc1)N1C[C@H](Cc2ccccc2)N(CC2CCCCC2)C(=O)C1=O
→ nt	-6%	-0.2%	nt	-0.9	2%	nt	?	nt
Cn1c(=O)[nH]c(=O)c2c1nc(N/N=C/C(Br)=C/c1ccccc1)n2CCO
→ 4%	4%	?	-27%	0.0	5%	-32%	i	1%
N#CC1=C(Nc2ccccc2Cl)SC(c2ccccc2O)NC1=O (stereo not given)
→ -1%	nt	0.7%	-25%	2.2	-2%	-9%	i	-3%
O=C(Nc1ccc(F)cc1)C(c1ccccc1)N1CCN(CC(=O)N2CCCC2)CC1 (stereo not given)
→ 4%	2%	2.5%	-1%	1.0	8%	-43%	i	1%
CC(C)N1CCC(N2CCN(CCCc3ccccc3)CC2CCO)CC1 (stereo not given)
→ 2%	-18%	3.1%	1%	-0.8	-5%	3.2µM*	i	-19%
COC(=O)c1nn(-c2ccccc2)c(Sc2ccccc2)c1/C=N/O
→ -5%	1%	-0.6%	-1%	0.2	-9%	0%	i	-6%
CCOC(=O)C1(Cc2cccc(F)c2)CCN(C(=O)c2ccoc2C)CC1
→ -6%	3%	-0.3%	-5%	-3.5	0%	-21%	i	-3%
O=C(N/N=C/c1cccc(C(F)(F)F)c1)c1ccc(O)cc1
→ -27%	-12%	2.7%	5%	0.2	1%	3%	i	0%
O=C(NCC1CCCO1)C1CCN(c2ccc(S(=O)(=O)N3CCCC3)cc2)CC1 (stereo not given)
→ 13%	-1%	-0.2%	11%	-4.9	-1%	-3%	i	-5%
CC1CCN(CCOCCOc2ccccc2-c2ccccc2)CC1
→ ?	-14%	1.7%	-12%	-5.8	2%	-30%	?	-7%
COc1ccc(-c2cccc(NC(=O)c3ccc4c(c3)OCO4)c2)nn1
→ 2%	7%	2.7%	-7%	0.0	3%	-4%	i	-4%
OCCN(CCO)c1ncnc2c1cnn2-c1ccc(F)cc1
→ nt	29%	3.5%	9%	nt	nt	-10%	i	12%
CCN(CC)c1ccc(-c2nn3c(-c4cccnc4)nnc3s2)cc1
→ ?	-25%	-0.4%	0%	2.5	5%	-2%	i	?
COc1ccc(O)c(C(=O)c2cnn(C(=O)c3ccc(C)cc3)c2)c1
→ 1%	15%	3.0%	-11%	-0.5	5%	-1%	i	-2%
CN(C)c1cccc(N=C2C=C(N3CCOCC3)CC(C)(C)C2)c1
→ 14%	-15%	0.4%	-6%	-0.3	-4%	-9%	i	-1%
COc1cc(C2Nc3ccccc3C(=O)N2c2ccc3c(c2)OCCO3)ccc1OCC(C)C (stereo not given)
→ ?	-37%	0.2%	0%	1.6	10%	-52%	i	-14%
CC1(C)CC(=O)c2c(-c3cccs3)n[nH]c2C1
→ -16%	nt	3.9%	4%	-1.8	2%	0%	nt	-10%
Cc1ccc(-c2nc3ccc(C(=O)O)cc3nc2-c2ccc(C)cc2)cc1
→ ?	0%	1.8%	1%	2.0	-10%	-27%	i	-14%
CCOC(=O)c1cnc2c(c(C)nn2C)c1Oc1ccccc1F
→ 2%	-22%	0.6%	0%	-0.3	4%	-24%	?	6%
CCCN(CCC)CCCNC(=O)c1cn(C)c2ccc(S(=O)(=O)N(C)C3CCCCC3)cc2c1=O
→ 13%	-10%	-0.1%	-1%	-3.6	0%	6%	i	1%
Clc1nc2nc3n(c2nc1Cl)CCC3
→ -8%	nt	-0.9%	10%	1.7	4%	3%	i	-2%
O=C(O)c1ccc(-c2ccc(/C=N/Nc3ccc([N+](=O)[O-])cc3)o2)cc1
→ 4%	8%	3.3%	31%[activator]	10	3%	-24%	i	?
O=C(Cn1c(=O)cnc2ccccc21)NNC(=O)c1ccccc1Cl
→ 13%	5%	-0.1%	12%	0.3	0%	0%	i	4%
COc1ccc(Cn2c(CO)cnc2SCc2ccccc2)cc1
→ nt	29%	6.6%	5%	nt	nt	-31%	i	9%
CN(c1ccccc1)S(=O)(=O)c1cccc(NC(=O)CN2CCc3ccccc3C2)c1
→ -25%	-15%	0.4%	2%	0.3	-3%	6%	i	-9%
COc1ccc(C2CC(=O)Oc3cc(O)ccc32)cc1 (stereo not given)
→ 7%	6%	-1.1%	35%[activator]	0.1	9%	1%	i	-2%
CC(C)(C)OC(=O)N1CCN(C(=O)c2[nH]c(C(F)(F)F)nc2-c2ccccc2)CC1
→ nt	9%	1.7%	0%	-0.3	-21%	-24%	i	nt
Cc1onc(-c2ccccc2Cl)c1C(=O)NCc1nnnn1-c1ccc(F)c(F)c1
→ nt	nt	-0.6%	1%	0.7	6%	-8%	i	nt
CNC(=O)CCN(Cc1ccco1)S(=O)(=O)c1ccc(OC)c(OC)c1
→ -1%	-2%	-0.9%	3%	-1.1	18%	-36%	i	-2%
Cc1ccc(CNC(=O)CCSCc2cccc(F)c2)cc1
→ 7%	18%	-0.2%	3%	-3.3	4%	-2%	i	2%
COC(=O)c1ccccc1N1C(=O)[C@@H]2C(c3ccc(Br)cc3)=NO[C@@H]2C1=O
→ 19%	0%	0.0%	14%	6.5	-1%	1%	i	0%
COc1cccc(-c2ccc3ncnc(NCc4cccnc4)c3c2)c1
→ ?	8%	-1.0%	-21%	-0.3	6%	-9%	i	0%
Cc1ccc2oc(=O)n(CCOc3ccccc3C)c2c1
→ -19%	-3%[11.3 µM]	1.9%	-17%	-1.0	11%	-9%	i	?
CCOc1ncccc1C(=O)OCC(=O)Nc1cc(S(=O)(=O)N(CC)CC)ccc1C
→ 3%	-6%	0.1%	-20%	-0.2	5%	-5%	i	-16%
CCOC(=O)N1CCN(C(=O)C(NC(=O)c2ccco2)C(C)C)CC1 (stereo not given)
→ 6%	-11%	-0.4%	6%	-0.3	9%	-2%	i	-4%
O=C1NC(c2cccc([N+](=O)[O-])c2)Oc2ccccc21 (stereo not given)
→ -24%	0%[11.3 µM]	0.7%	17%	-0.5	13%	9%	i	1%
CCOC(=O)c1cc(C)[nH]c(=O)c1C#N
→ 10%	nt	0.3%	5%	-1.6	3%	6%	i	4%

Of the compounds above, these contain a CF3 group.
Each structure is followed by: Nrf2 block	ATXN2 expr inh	Nrf2 ARE act	TGFb inhibitor	IL-2 act	EPAC2 ag	HepG2 viability	S2 tox	A549 viability
O=C(N/N=C/c1cccc(C(F)(F)F)c1)c1ccc(O)cc1
→ -27%	-12%	2.7%	5%	0.2	1%	3%	i	0%
CC(C)(C)OC(=O)N1CCN(C(=O)c2[nH]c(C(F)(F)F)nc2-c2ccccc2)CC1
→ nt	9%	1.7%	0%	-0.3	-21%	-24%	i	nt

Continuation:
Each structure is followed by: Nrf2 block	ATXN2 expr inh	Nrf2 ARE act	TGFb inhibitor	IL-2 act	EPAC2 ag	HepG2 viability	S2 tox	A549 viability
CCSc1nnc(NC(=O)C(C)C)s1
→ 5%	12%	-0.7%	15%	-1.0	7%	11%	i	3%
CCOc1ccccc1C(=O)OCC(=O)Nc1cccc(S(=O)(=O)NC2=NCCCCC2)c1
→ 2%	nt	2.9%	-5%	-0.6	6%	-9%	i	9%
CCOCCCN1C(=O)CN(C2CCCCCC2)C(=O)C1c1ccc(OCC)c(OC)c1 (stereo not given)
→ nt	nt	6.0%	-15%	nt	nt	1%	nt	1%
C#Cc1ccc(NC(=O)C2(C)CCN2C(=O)c2cc(C)n(C)n2)cc1 (stereo not given)
→ nt	-4%	0.3%[9.22 µM]	25%	-0.6	8%	33%	i	nt
C/C(=N\NC(=O)c1ccc(N2CCCC2=O)cc1)c1ccncc1
→ ?	-8%	-0.4%	-10%	-0.4	13%	11%	i	3%
Cn1ncc(Cl)c1C(=O)N1CCN(S(=O)(=O)c2cccs2)CC1
→ 1%	-1%	-0.3%	-1%	-2.7	6%	2%	i	1%
CCOC(=O)c1ccc(NS(=O)(=O)c2c(C)n[nH]c2C)cc1
→ ?	8%	-0.8%	8%	0.5	4%	12%	i	-2%
Cc1nc(SCc2ccc(Cl)cc2)c(C#N)c(C)c1Cl
→ -5%	6%	-0.2%	11%	nt	nt	-4%	i	0%
CCc1ccc2nc3c(c(C(=O)O)c2c1)CCC3
→ 0%	-6%	-0.3%	4%	-0.2	-5%	-4%	i	0%
COCCNC(=O)CSc1nc(-c2ccc(F)cc2)[nH]c1-c1ccc(Cl)cc1
→ -3%	nt	4.1%	?	nt	nt	-33%	nt	2%

Compound profiles, as listed above. Order of screens: Nrf2 block, ATXN2 expr inh, Nrf2 ARE act, TGFb inhibitor, IL-2 act, EPAC2 ag, HepG2 viability, S2 tox, A549 viability
`C#Cc1ccc(NC(=O)C2(C)CCN2C(=O)c2cc(C)n(C)n2)cc1` (stereo not given) in the list: nt, -4%, 0.3%[9.22 µM], 25%, -0.6, 8%, 33%, i, nt
`C/C(=N\NC(=O)c1ccc(N2CCCC2=O)cc1)c1ccncc1` in the list: ?, -8%, -0.4%, -10%, -0.4, 13%, 11%, i, 3%
`CCOc1ccccc1C(=O)OCC(=O)Nc1cccc(S(=O)(=O)NC2=NCCCCC2)c1` in the list: 2%, nt, 2.9%, -5%, -0.6, 6%, -9%, i, 9%
